# K1F lysis inhibition: inhibition of K1F phage lysis, E. coli UTI89, bacterial capsule biogenesis inhibitors, alamar blue (AID 488966); inhibition, % at 100 µM, or IC50 in µM where a hit was titrated; E. coli UTI89 K1F phage lysis, alamar blue, 2 h; higher % means a stronger effect; actives 0.02% (n = 340,000);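 active means phage lysis inhibition, versus mean bacterial control, above a set limit; inconclusive means no clear call, values can overlap the other calls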;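 further: capsule biogenesis inhibitors block K1F phage lysis so surviving cells raise fluorescence; higher fluorescence means more inhibition of phage lysis; actives were called in the ten point dose series up to 300 µM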
# Dengue-2 NS5 capping: Dengue-2 NS5 methyltransferase inhibitors, primary screen, biochemical, confirmation dose response (AID 588689). actives 0.3% (n = 340,000). inhibition, % at 25 µM, or IC50 in µM where a hit was titrated. Dengue-2 NS5 methyltransferase capping enzyme assay, biochemical; higher % means a stronger effect; in the data active means a potency from the dose series; inconclusive means inhibition above about 29% without an active follow-up result
# Rac1 GTP hydrolysis: MgcRacGAP GTPase-activating activity inhibitors, confirmation, biochemical, ADP Hunter fluorescence | inhibition, % at 30 µM, or IC50 in µM where a hit was titrated | actives 0.6% (n = 340,000) | AID 624330, 2012 | Rac GTPase-activating protein 1 (Homo sapiens) | MgcRacGAP-stimulated Rac1 GTP hydrolysis, ADP Hunter fluorescence; higher % means a stronger effect; GST-tagged Rac1 F28L mutant substrate;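 active means first-screen hits whose inhibition reached a set limit at any dose in the follow-up dose series; inconclusive means inhibition above the set first-screen limit but never retested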;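 further: fluorescence reports GDP produced by GAP-driven GTP hydrolysis; strong numbers were not always called active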
# Dengue-2 NS5 capping pilot replicate: recorded beside Dengue-2 NS5 capping, whose call it bears; inhibition, %; measured here: pilot screen replicate inhibition
# An asterisk follows results filed as active; u = inconclusive; [ ] = remark or other dose. These rows are one share of the data (hit frequency here may not be typical).
SMILES,K1F lysis inhibition,Dengue-2 NS5 capping,Rac1 GTP hydrolysis,others
O=C(COC(=O)c1ccc([N+](=O)[O-])o1)Nc1ccc(Br)cc1F,-1.1%[50 µM],-10%,2%,
Cn1c(=O)c2[nH]c(SCc3cccnc3)nc2n(C)c1=S,-2.0%,8%,5%,
COc1cc(OC)cc(C(=O)N[C@H](C(=O)OCC(=O)c2c[nH]c3ccccc23)C(C)C)c1,0.5%,3%,3%,
COc1ccccc1[C@@H]1C(c2ccccc2)=NN(c2ccccc2)[C@H]1C(=O)N1CCOC1=O,0.2%,0%,6%,Dengue-2 NS5 capping pilot replicate=3.0
Cc1nc(SCc2nc3ccc(C(F)(F)F)cc3[nH]2)c2oc3ccccc3c2n1,2.8%,-6%,9%,
Cc1noc(C)c1COc1ccccc1C(=O)NCCc1ccccc1,1.3%[50 µM],0%,5%,
COC(=O)[C@]1(Cc2ccccc2)N[C@H](CN(C)S(=O)(=O)c2ccc(OC)cc2)[C@@H]2C(=O)N(C)C(=O)[C@@H]21,-0.2%,1%,9%,
CCOC(=O)C1CCCN(C(=O)CN2C(=O)c3ccccc3S2(=O)=O)C1 (stereo not given),0.7%[50 µM],-9%,3%,
Cn1ncc(=S)[nH]c1=S,-1.4%,0%,-2%,
CCN(CC)S(=O)(=O)c1ccc(O)c(NC(=O)COc2ccc(S(=O)(=O)N3CCOCC3)cc2)c1,0.8%[50 µM],3%,7%,
O=[N+]([O-])c1ccc(NN=Cc2ccc(O)cc2O)nc1,-0.7%,-33%,25%,
Cc1nn(C)c(=S)[nH]c1=S,-7.0%,-8%,-3%,
Cc1cc(NC(=O)CSCC(=O)Nc2cc(C(F)(F)F)ccc2N2CCCCC2)no1,0.0%,-3%,6%,
COC(=O)/C=C1\SC(=NC(=O)c2ccc(-c3ccccc3)cc2)NC1=O,u,4%,7%,
OCC(O)C(O)CC1SCCS1 (stereo not given),2.1%,1%,-6%,
C[C@H](CO)N1C[C@H](C)[C@@H](CN(C)Cc2ccc(-c3ccccc3)cc2)Oc2c(NC(=O)Nc3ccc(C(F)(F)F)cc3)cccc2C1=O,0.3%,-7%,13%,
O=C(O)C1C2OC(C(Br)C2Br)C1C(=O)O (stereo not given),3.0%,2%,2%,
CC(C)C(Cl)=NOC(=O)Nc1ccc(S(N)(=O)=O)cc1,-6.0%,-29%,-10%,
CCN(c1ccccc1)S(=O)(=O)c1ccc(C(=O)NCC(=O)Nc2ccc(F)c(F)c2F)cc1,-0.4%[50 µM],-8%,6%,
CNc1c2cccc(C)c2nc2c(C(=O)NCCN(C)C)cccc12,>150µM*,u,35µM*,
O=C1NN=C(c2ccccc2)C1Cc1ccccc1 (stereo not given),-1.0%,-1%,12%,
CC(=O)OC1CCC2(C)C(CCC3C2CC(=O)C2(C)C3CC(C(C(C)=O)C(C)=O)C2C(C)=O)C1 (stereo not given),-3.4%,-7%,0%,
COc1ccc(NS(=O)(=O)c2cccc(C(=O)NNC(=O)CNC(=O)c3ccccc3Cl)c2)cc1,1.4%[50 µM],-8%,4%,
O=C(COC(=O)c1ccccc1O)NNC(=O)c1ccc(Br)cc1,0.4%[50 µM],-7%,1%,
NCCCCCNC(=O)c1nc[nH]c1C(=O)NCC(=O)OCc1ccccc1,0.4%,-10%,5%,
CCN(CC)C(=O)[C@H]1CC(CC(=O)NCc2ccc(OC)c(OC)c2)C(=O)N2CCc3c([nH]c4ccccc34)[C@]12C (stereo not given in full),0.2%,0%,4%,Dengue-2 NS5 capping pilot replicate=-5.4
Cc1nc2[nH]c(=S)[nH]c(=O)c2nc1C,0.9%,3%,9%,
Nc1nccc(NCCSCc2ccccc2)n1,1.4%,3%,-1%,
NS(=O)(=O)c1ccc(NC(=O)CCCCCN2C(=O)c3ccccc3C2=O)cc1,1.3%[50 µM],3%,8%,
CCCn1c(N)c(N(CCOC)C(=O)c2ccc(S(=O)(=O)N3CCOCC3)cc2)c(=O)[nH]c1=O,0.3%[50 µM],-5%,7%,
S=C1SCCN1Cc1ccccc1,-1.8%,-7%,3%,
O=C(COC(=O)c1ccc([N+](=O)[O-])o1)NC12CC3CC(CC(C3)C1)C2,-6.6%,8%,5%,
COc1cc(NC(=O)CCc2c(C)noc2C)c(Cl)cc1C(=O)O,-3.2%,-1%,-3%,
CCOc1ccc(NC(=O)Cc2ccc(S(=O)(=O)N3CCCCC3)cc2)cc1OCC,0.0%[50 µM],2%,2%,
Cc1ccc(S(=O)(=O)N2CCCCC2)cc1NS(=O)(=O)c1ccc(Cl)c(C(=O)O)c1,1.2%[50 µM],-6%,0%,
O=C1CC[C@@H]2CC3(C[C@@H]4CCN1[C@H]24)Nc1cc([N+](=O)[O-])ccc1NC3=NC1CCCCC1 (stereo not given in full),-0.2%,-8%,-1%,
CCc1ccccc1NS(=O)(=O)c1cc2c3c(c1)CCN3C(=O)CC2,1.2%[50 µM],1%,8%,
CC1CCCC(C)N1C(=O)COC(=O)CCC(=O)c1ccc(F)cc1 (stereo not given),0.8%[50 µM],-5%,5%,
Cc1cc(SCC(=O)N(C)C2CCCCC2)nc2ccccc12,1.1%[50 µM],-6%,1%,
CCNc1cc2c(cc1O)CCC1C2CCC2(C)C(O)CCC12 (stereo not given),-2.4%,-15%,-4%,
Cc1nc2ccc(NS(=O)(=O)c3ccc(F)c(F)c3F)cc2s1,0.1%[50 µM],1%,-1%,
C[C@H](CO)N1C[C@H](C)[C@@H](CN(C)C)Oc2c(NS(=O)(=O)c3ccc(F)cc3)cccc2C1=O,0.5%,2%,5%,
CN(C(=O)COC(=O)C12CC3CC(CC(Cl)(C3)C1)C2)c1ccccc1,2.3%,-10%,-4%,
CC(C)CCN(C(=O)c1ccccn1)c1c(N)n(Cc2ccccc2)c(=O)[nH]c1=O,1.9%,-1%,12%,
CC(=O)NC12CC3CC(C1)CC(C(=O)N1CCN(S(=O)(=O)c4ccccc4C#N)CC1)(C3)C2,1.2%[50 µM],5%,11%,
Cc1ccc(/C=C2/CNC/C(=C/c3ccc(C)cc3)C2=O)cc1,1.6%,-2%,-5%,
CC(=NNC(=O)c1ccc(NS(=O)(=O)c2ccc(Br)cc2)cc1)c1cccnc1,0.8%,-11%,-1%,
Cn1cncc1C#Cc1ccc2c(=O)c3ccccc3oc2c1,-0.3%,-2%,5%,
CCC(C)(C)C1CCC2(CC1)NC(=O)N(CC(=O)N(C)CCOc1ccc(Cl)cc1)C2=O (stereo not given),1.6%[50 µM],-5%,7%,
O=C(CNC(=O)c1ccccc1F)NCc1ccncc1,-2.5%,-3%,7%,
Cc1c(Cl)cccc1NC(=S)Nc1ccc(S(=O)(=O)Nc2ncccn2)cc1,-2.6%,-6%,5%,
Cn1cnc([N+](=O)[O-])c1S(=O)(=O)Nc1ccccc1,-4.9%,5%,7%,
CCOc1ccccc1-c1nnc(SCC(=O)NC2(C#N)CCCC2)o1,0.5%[50 µM],-4%,6%,
CCN(CC)CCNC(=O)c1ccc(NC(=O)c2ccc(S(=O)(=O)N(C)c3ccccc3OC)cc2)cc1,0.7%[50 µM],-11%,1%,
C=CC1=CCN(S(=O)C(C)(C)C)[C@H]1CCO (stereo not given in full),0.1%,3%,5%,Dengue-2 NS5 capping pilot replicate=-3.3
Cc1ccsc1CN(C)CC(=O)NCC(=O)Nc1ccc(F)c(F)c1F,1.7%[50 µM],-4%,-1%,
CC1CCCC(NC(=O)CN(C)CC(=O)Nc2ccc(F)cc2)C1C (stereo not given),0.4%[50 µM],2%,3%,
CC(C)(C)OC(=O)C[C@@H]1C/C=C\C[C@@H](CC(=O)N[C@@H](CO)Cc2ccccc2)C(=O)N2CCC[C@@H]2COC1=O,1.1%,11%,0%,
CCC1(CC)SCCNC1=O,-2.6%,-4%,-2%,
COc1cccc2sc3cc(NCCCN4CCOCC4)ccc3c(=O)c12,2.5%,15%,16%,

# Carrying on:
SMILES,K1F lysis inhibition,Dengue-2 NS5 capping,Rac1 GTP hydrolysis,others
NC(=O)c1ccc(NC(=O)COC(=O)c2cc3ccccc3cc2O)cc1,-1.2%,-4%,-2%,
COc1ccc2[nH]c3c(c2c1)CCN1C(=O)C(CC(=O)NCCCN(C)C)C[C@H](C(=O)N(C(C)C)C(C)C)[C@@]31C (stereo not given in full),-0.1%,-2%,7%,Dengue-2 NS5 capping pilot replicate=1.5
CCN1C(N(C)CCc2c[nH]c3ccccc23)=N[C@@H](c2cccc(C(F)(F)F)c2)C(C(=O)OC)=C1C,4.5%,-11%,4%,
N#CCCN(C(=O)CN1c2cccc3cccc(c23)S1(=O)=O)c1ccccc1,1.6%,-9%,4%,
CC(=O)OC1CCC2(C)C(CCC3C2CC(=NO)C2(C)C(C(C)OC(C)=O)CCC32)C1 (stereo not given),-0.6%,0%,0%,
C[C@H](CO)N1C[C@H](C)[C@H](CN(C)S(C)(=O)=O)Oc2c(cccc2N(C)C)C1=O,1.1%,8%,7%,
CC[C@@H](C(=O)[C@@H](C)[C@@H](O)[C@H](C)[C@@H]1O[C@@H]([C@@H](CC)C(=O)O)CC[C@@H]1C)[C@H]1O[C@]2(C=C[C@@H](O)[C@]3(CC[C@@](C)([C@H]4CC[C@](O)(CC)[C@H](C)O4)O3)O2)[C@H](C)C[C@@H]1C,0.4%,2%,6%,
COc1cc(CCC(=O)OCC(=O)NCCc2ccc(S(N)(=O)=O)cc2)cc(OC)c1OC,0.3%[50 µM],-3%,6%,
Cc1cccc(-c2noc(CCC(=O)N3CCN(c4cc(C)ccc4C)CC3)n2)c1,0.1%,-1%,3%,Dengue-2 NS5 capping pilot replicate=2.1
CC(C)(C)[C@H]1COC(=O)CCC/C=C/C[C@H](CC(=O)N(CCO)Cc2ccccc2)C(=O)N1,1.1%,-1%,3%,
CC1CCCC(NC(=O)CN2C(=O)NC(C)(c3cc(F)ccc3F)C2=O)C1C (stereo not given),1.2%,-12%,2%,
O=C(COC(=O)COc1ccccc1)NCc1ccc2c(c1)OCO2,1.0%,4%,-7%,
Cc1cc(NC(=O)CN2C(=O)NC(CC(C)C)C2=O)no1 (stereo not given),0.8%[50 µM],-5%,5%,
C[C@H](CO)N1C[C@H](C)[C@@H](CN(C)CC2CC2)Oc2c(NS(=O)(=O)c3ccc(F)cc3)cccc2C1=O,0.1%,2%,6%,Dengue-2 NS5 capping pilot replicate=-0.9
O=S(=O)(CCNCc1ccco1)NCc1ccccc1,0.2%,-1%,8%,
CN(c1ccccc1)S(=O)(=O)c1ccc(C(=O)N2CCN(c3ccccc3F)CC2)cc1,0.3%[50 µM],-11%,2%,
O=C(COC(=O)c1cc(=O)[nH]c2ccccc12)Nc1ccc(F)cc1,-1.5%,12%,3%,
C=CC[C@H](CC(=O)NCCO)C(=O)N[C@H](COC(=O)[C@@H](CC=C)CC(=O)OC(C)(C)C)Cc1ccccc1,3.6%,-4%,5%,
O=C(NNC(=O)C1COc2ccccc2O1)c1ccccc1O (stereo not given),1.6%[50 µM],-4%,8%,

# Structural class: those above with two or more sulfur atoms.
SMILES,K1F lysis inhibition,Dengue-2 NS5 capping,Rac1 GTP hydrolysis,others
Cn1c(=O)c2[nH]c(SCc3cccnc3)nc2n(C)c1=S,-2.0%,8%,5%,
Cn1ncc(=S)[nH]c1=S,-1.4%,0%,-2%,
CCN(CC)S(=O)(=O)c1ccc(O)c(NC(=O)COc2ccc(S(=O)(=O)N3CCOCC3)cc2)c1,0.8%[50 µM],3%,7%,
Cc1nn(C)c(=S)[nH]c1=S,-7.0%,-8%,-3%,
OCC(O)C(O)CC1SCCS1 (stereo not given),2.1%,1%,-6%,
S=C1SCCN1Cc1ccccc1,-1.8%,-7%,3%,
Cc1ccc(S(=O)(=O)N2CCCCC2)cc1NS(=O)(=O)c1ccc(Cl)c(C(=O)O)c1,1.2%[50 µM],-6%,0%,
Cc1nc2ccc(NS(=O)(=O)c3ccc(F)c(F)c3F)cc2s1,0.1%[50 µM],1%,-1%,
Cc1c(Cl)cccc1NC(=S)Nc1ccc(S(=O)(=O)Nc2ncccn2)cc1,-2.6%,-6%,5%,
